Bioassay records deposited in PubChem by Broad Institute.
esBAF inh: SWI/SNF esBAF complex inhibition; mouse ES cells, Bmi1-luciferase knock-in reporter, 24 h; 100% = twice the neutral-well signal; reporter increase, % at 12.5 µM; 350,000 tested, 2% active; AID 602393; in the data active = activation above about 40%; inconclusive = no clear call, values can overlap the other calls;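 note: 0% = median of the plate's neutral control wells and 100% = double that signal; a rise in the Bmi1 reporter signal indicates esBAF inhibition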
E-sel inducer: induces E-selectin expression in human endothelial cells; P16581; HUVEC E-selectin immunofluorescence imaging; normalized: neutral wells 0, TNF-alpha wells 100; activation, % at 7.58 µM; 260,000 tested, 0.37% active; AID 686992;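 active = mean E-selectin-positive cell signal at least 10% of the positive control, reached in at least 60% of replicates, without over 20% cell loss; inconclusive = no rule given, readout overlaps actives, possibly toxicity-flagged; inactive = the rest, including those meeting only one limit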;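 note: in these data hits start at about 27%; measured in HUVEC primary endothelial cells; signal is the percent of cells scored E-selectin positive by PE staining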
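assay system = HUVEC, human umbilical vein endothelial cells | input = 3,000 HUVEC seeded per well | medium = EGM-2 growth medium on 0.1% gelatin-coated wells | dosing = one compound dose added by pin transfer | signal = immunofluorescence imaging | read-out basis = % PE-positive cells | control set = TNF-alpha, DMSO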
S100A4 inh HTS: blocks human S100A4 binding to myosin IIA peptide; P26447; S100A4/TAMRA-MyoIIA peptide fluorescence polarization; inhibition, % at 10.7 µM; 360,000 tested, 0.14% active; AID 652163;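 active = mean inhibition of at least 70% across replicates, with every replicate also reaching that level; inconclusive = mean inhibition reaches 70% but some replicates fall short; inactive = mean inhibition below 70%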
Target sequence (P26447 whole entry, looked up): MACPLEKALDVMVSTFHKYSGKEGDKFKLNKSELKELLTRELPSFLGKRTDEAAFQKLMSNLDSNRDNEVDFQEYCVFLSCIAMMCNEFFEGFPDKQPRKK
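Compound dosing: one dose per compound; test system: human S100A4 monomer with TAMRA-labelled myosin IIA peptide; probe or stimulus: TAMRA-labelled myosin IIA heavy-chain peptide probe, 5 nM; medium: HEPES buffer with Ca2+, pH 7.2; schedule: 5 min incubation before reading; benchmarks: neutral control DMSO, positive control TFP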
RAD52 anneal inh: inhibitors of human RAD52 DNA annealing | P43351 | recombinant RAD52 DNA annealing, FRET fluorescence | inhibition, % at 18.7 µM | 360,000 tested, 0.46% active;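 active = every replicate showing at least 50% inhibition; inconclusive = mean inhibition at least 50% but not in every replicate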
ERp5 block: blocks human ERp5 reductase activity on insulin; Q15084; ERp5 insulin aggregation, absorbance 650 nm, 90 min; inhibition, % at 9.99 µM; 350,000 tested, 0.05% active; AID 651711;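 active = mean replicate inhibition above about 25%, with every replicate also reaching it, limit read from the data, passing the limit was not always enough; inconclusive = only one of those two criteria met; inactive = neither criterion met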
RAD54 branch: blocks human RAD54 Holliday junction branch migration | FAM/BHQ fluorescence | inhibition, % at 10.4 µM | 360,000 tested, 0.14% active;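 active = mean normalized replicate activity at least 40 and at least half of replicates scoring 40 or more; inconclusive = only one of the two criteria met; inactive = mean below 40 and under half of replicates reaching 40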;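 note: 0% = median of neutral control wells and 100% = median of positive control wells; inhibitors cause a drop in the FAM fluorescence signal; in these data hits start at about 50%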
Xi reactivation: reactivates the inactive X chromosome in mouse fibroblasts | XiGFP mouse fibroblasts, % GFP-positive cells imaging, 3 d; cells co-treated with 5-aza-dC sensitizer; scaled so ellipticine positive control = 100% | activation, % at 7.58 µM | 360,000 tested, 0.055% active;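 active = mean normalized replicate activation at least 10% and every replicate at or above 10%; inconclusive = only one of the two criteria met; inactive = mean below 10% and not all replicates reach 10%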;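 note: 0% = median of on-plate neutral control wells and 100% = ellipticine 6 µM median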
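System: 68-5-11 XiGFP fibroblast line; Timing: 3 days compound exposure; Compound dosing: one concentration, pinned; Benchmarks: positive control ellipticine, 6 µM final; Buffer or medium: DMEM containing 5-aza-dC.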
ERAP1 inh: inhibitors of human ERAP1 aminopeptidase; Q9NZ08; recombinant ERAP1, Leu-AMC fluorescence, 60 min; inhibition, % at 10.7 µM; 340,000 tested, 0.15% active;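 active = mean replicate inhibition of at least 30%, or all replicates individually reaching that 30% level; inactive = mean below 30% and not every replicate reaching it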;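 note: 0% = neutral control wells and 100% = L-leucinethiol positive control wells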
Target sequence (Q9NZ08 whole entry, looked up): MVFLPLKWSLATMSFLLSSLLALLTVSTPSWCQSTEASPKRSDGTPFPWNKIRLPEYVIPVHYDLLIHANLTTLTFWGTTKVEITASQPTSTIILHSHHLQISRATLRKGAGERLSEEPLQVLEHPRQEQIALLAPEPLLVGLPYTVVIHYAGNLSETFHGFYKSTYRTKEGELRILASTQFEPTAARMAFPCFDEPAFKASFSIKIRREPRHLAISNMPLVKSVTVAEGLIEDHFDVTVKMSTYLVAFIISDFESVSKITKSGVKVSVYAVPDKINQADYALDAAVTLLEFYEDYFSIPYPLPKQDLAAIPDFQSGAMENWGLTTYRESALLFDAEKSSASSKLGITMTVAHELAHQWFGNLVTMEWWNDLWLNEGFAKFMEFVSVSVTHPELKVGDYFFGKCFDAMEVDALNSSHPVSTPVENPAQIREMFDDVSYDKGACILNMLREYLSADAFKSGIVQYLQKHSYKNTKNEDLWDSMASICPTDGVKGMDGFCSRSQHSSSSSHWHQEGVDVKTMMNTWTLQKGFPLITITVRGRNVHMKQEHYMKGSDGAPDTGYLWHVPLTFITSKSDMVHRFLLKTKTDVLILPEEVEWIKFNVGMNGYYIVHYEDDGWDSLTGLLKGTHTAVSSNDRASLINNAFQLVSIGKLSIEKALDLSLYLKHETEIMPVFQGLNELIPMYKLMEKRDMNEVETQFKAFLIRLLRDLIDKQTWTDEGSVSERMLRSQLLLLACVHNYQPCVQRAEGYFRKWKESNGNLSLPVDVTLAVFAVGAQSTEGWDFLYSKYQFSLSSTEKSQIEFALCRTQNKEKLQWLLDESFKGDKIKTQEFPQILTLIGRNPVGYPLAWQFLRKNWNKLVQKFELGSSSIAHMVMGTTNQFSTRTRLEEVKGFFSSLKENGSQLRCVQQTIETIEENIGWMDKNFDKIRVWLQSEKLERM
An asterisk follows results filed as active; ? = inconclusive; · = not tested or not shown; & = joins results of further samples.

SMILES | esBAF inh | E-sel inducer | S100A4 inh HTS | RAD52 anneal inh | ERp5 block | RAD54 branch | Xi reactivation | ERAP1 inh
Cc1ccccc1S(=O)(=O)NC(=O)C1(C)CCN1C(=O)CCc1ccccc1 (configuration not stated) | -8 | · | -1 | -3 | 1 | -8 | 0.2 | 1
Cc1ccccc1-n1c(C)n[nH]c1=S | 0 | · | 4 | -7 | 1 | 6 | · | 17
O=C(C[C@@H]1C=C[C@@H](NC(=O)c2ccccn2)[C@@H](CO)O1)NCc1cccc(F)c1 | -1 | -0.6 | 2 | -1 | 0 | -4 | 0.2 | -2
Cc1ccc(S(=O)(=O)Nc2cccc3c2O[C@@H](CN(C)CC2CCCCC2)[C@@H](C)CN([C@H](C)CO)C3=O)cc1 | -3 | 0.6 | 2 | 10 | 1 | 5 | 0.0 | -4
O=C(c1ccc(F)cc1)C1CCN(Cc2cn[nH]c2-c2ccc(F)cc2)CC1 | -11 | 0.0 | -2 | -1 | 2 | -1 | 0.1 | -3
Cc1ccc(NC(=O)CN2CCC(NC(=O)Cc3ccccc3)CC2)c(C)c1 | 6 | · | -1 | -2 | -4 | -2 | 0.0 | -1
CCCNC(=O)N[C@H]1CC[C@H](CC(=O)N2CCN(C)CC2)O[C@@H]1CO | -2 | -0.1 | 5 | 6 | -3 | -1 | 0.1 | -3
COc1cccc(-n2c(Cc3cc(=O)[nH]c(=O)[nH]3)nnc2SCC(=O)N2CCCCC2)c1 | 4 | 1.5 | 0 | -14 | -4 | -14 | 0.2 | ·
CNC[C@H]1OCCCC[C@H](C)Oc2ccc(NC(=O)NC(C)C)cc2C(=O)N([C@@H](C)CO)C[C@@H]1C | · | -0.1 | -3 | -203 | 3 | -12 | 0.2 | 0
CCCNC(=O)C[C@H]1CC[C@@H]2[C@H](COC[C@@H](O)CN2C(=O)c2ccccn2)O1 | -7 | 0.0&0.0 | -3&17 | 4&-9 | 0&2 | -6 | 0.2&-0.1 | 3&-2
CN(C)C=NC(=O)c1cc(C(=O)c2ccccc2Cl)c[nH]1 | · | · | 0 | -2 | 2 | · | 0.1 | -2
C[C@H](CO)N1C[C@H](C)[C@H](CN(C)C(=O)Nc2ccc(C(F)(F)F)cc2)Oc2ccc(NC(=O)Nc3ccccc3)cc2CC1=O | 3 | 0.9 | · | · | · | 1 | -0.8 | ·
CCOc1ccccc1NC(=O)C1C2CCC(O2)C1C(=O)O (configuration not stated) | -7 | · | 2 | -3 | -2 | -3 | 0.0 | 0
Cc1ccc(CN2CCN(Cc3ccc(C)s3)CC2CCO)cc1 (configuration not stated) | -1 | · | 2 | -12 | -7 | -2 | 0.5 | 9
O=C1CC(c2ccc(Cl)cc2)Oc2ccc(Cl)cc21 (configuration not stated) | 32 | -0.1 | 10 | -37 | -5 | 3 | 0.0 | 1
O=C1CC2CS(=O)(=O)CC2N1c1ccc(Oc2ccccc2)cc1 (configuration not stated) | -2 | · | 0 | -2 | 9 | -6 | · | -1
CCC(=O)N1CC[C@H]2[C@@H]1c1cc(-c3ccc(F)cc3)ccc1N(C)[C@H]2CO | 7 | 1.0 | 19 | -29 | 5 | 5 | -0.1 | 0
C[C@@H]1CN([C@H](C)CO)C(=O)c2cc(NS(=O)(=O)c3ccc(Cl)cc3)ccc2O[C@H]1CN(C)Cc1ccc2c(c1)OCO2 | 0 | -0.1 | -3 | 2 | 1 | 9 | 0.0 | -2
COc1ccc(Oc2cccc(Cl)c2CNC(=O)CCC(=O)O)cc1 | -4 | · | 3 | -6 | -5 | · | 0.0 | -1
NC(=O)Cn1cc(C(=O)COc2ccccc2)c2ccccc21 | · | 6.4 | -17 | -77 | 3 | · | 0.1 | -2
O=S(=O)(NCC1CCCO1)c1ccccc1F (configuration not stated) | -6 | · | 2 | 2 | 2 | 3 | -0.1 | 1
CCOC(=O)C1=C(N)Oc2c(oc(CO)cc2=O)C1c1ccccc1 (configuration not stated) | · | 0.0 | -11 | -11 | -5 | · | 0.0 | 4
Cc1nc2ccccc2c(C)c1CC(=O)N(CC(C)C)c1c(N)n(Cc2ccccc2)c(=O)[nH]c1=O | · | 0.3 | -2 | -18 | 3 | -1 | 0.1 | 0
C[C@@H]1CN([C@@H](C)CO)C(=O)c2ccccc2-c2ccccc2CO[C@H]1CN(C)Cc1ccccc1C(F)(F)F | · | 0.0 | ? | 11 | 8 | · | -0.1 | -3
Cc1c(Cl)cccc1NC(=S)NCc1ccco1 | · | -0.1 | -2 | -12 | 6 | · | 0.3 | ·
Continued.
SMILES | esBAF inh | E-sel inducer | S100A4 inh HTS | RAD52 anneal inh | ERp5 block | RAD54 branch | Xi reactivation | ERAP1 inh
CN1C(=O)c2cc(NC(=O)NCc3ccccc3)ccc2OC[C@H]2O[C@H](CC(=O)O)CC[C@H]21 | -3 | 0.0 | 17 | 6 | -1 | -6 | -0.1 | -2
O=C(CSc1ncccn1)N/N=C/c1ccc(OC2CSC2)cc1 | · | · | 1 | -9 | 6 | · | -0.2 | -1
CC(C)C#Cc1ccc2c(c1)O[C@@H](CN(C)Cc1cncnc1)[C@@H](C)CN([C@H](C)CO)S2(=O)=O | 5 | 1.5 | 8 | 7 | 6 | -1 | -0.4 | 2
Cc1cccc(C(=O)Nc2nnc(SCC(=O)Nc3ccc4c(c3)oc3ccccc34)s2)c1 | · | -2.4 | 2 | -5 | 2 | · | 0.0 | 5
CC1CC(=O)N(c2ccc(NCCc3ccccc3)c([N+](=O)[O-])c2)C1=O (configuration not stated) | 7 | 3.3 | 1 | -51 | 6 | -1 | -0.1 | 4
COc1ccc2c3c([nH]c2c1)[C@H](CO)N(C(=O)c1ccccc1)CC31CN(Cc2cccnc2)C1 | · | -0.7 | 0 | 4 | -8 | · | 0.3 | -4
CCOC(=O)c1ccc(NC2=CC(=O)CC(c3ccco3)C2)cc1 (configuration not stated) | · | 3.5 | 23 | -20 | 0 | · | -0.2 | 0
CO[C@@H]1CN(C)C(=O)c2cc(NS(=O)(=O)CC(F)(F)F)ccc2OC[C@@H](C)N(C(=O)NC(C)C)C[C@@H]1C | -5 | 0.1 | 12 | -11 | 5 | 9 | 0.0 | 0
Cc1cccc(S(=O)(=O)N2CC[C@@H]3[C@H]2c2cc(Br)ccc2N(C)[C@H]3CO)c1 | 0 | 0.3 | 11 | -20 | 10 | 2 | 0.1 | 0
CCOc1ccc(Br)cc1S(=O)(=O)N1CCCN(C)CC1 | -5 | · | 0 | -2 | 3 | 20 | 0.3 | 4
COc1ccc(CN2CCN(Cc3cn(C)nc3-c3ccccc3)CC2CCO)c(C)c1C (configuration not stated) | 5 | · | -13 | -12 | -2 | -2 | 0.0 | -6
COCC#Cc1cnc2c(c1)C(=O)N([C@H](C)CO)C[C@H](C)[C@H](CN(C)C(=O)c1cnccn1)O2 | -2 | · | 1 | 4 | -4 | -3 | 0.4 | 5
C[C@H](CO)N1C[C@H](C)[C@H](CN(C)CC2CC2)Oc2ccc(NC(=O)Cc3ccccc3)cc2CC1=O | 2 | ? | 4 | 14 | 4 | 2 | -0.6 | -7
COc1ccccc1C#Cc1ccc2c(c1)O[C@@H](CN(C)Cc1cccnc1)[C@@H](C)CN([C@@H](C)CO)S2(=O)=O | 2 | 0.8 | 12 | 26 | 7 | -3 | -0.8 | 0
Cc1cc2c(c(SCC(N)=O)n1)C(=O)OC2 | -5 | 0.5 | -5 | -9 | 1 | · | -0.1 | -1
O=C(C[C@@H]1CC[C@@H](NC(=O)Nc2ccc(C(F)(F)F)cc2)[C@H](CO)O1)NCc1ccccn1 | -7 | 0.9 | -3 | 1 | -4 | -3 | 0.9 | -1
Cc1oc(C(N)=O)cc1COc1ccc(C(N)=O)cc1 | -1 | 4.6 | -1 | -8 | 1 | · | 0.2 | -5
CC(C)NC(=O)C1(C)CCN1C(=O)c1ccccc1Oc1ccccc1 (configuration not stated) | 0 | 1.9 | -9 | -9 | -1 | -12 | 0.1 | 1
Cc1ccc(S(=O)(=O)N2CCN(CCNC(=O)C(=O)NCc3ccccc3)CC2)cc1 | -6 | 0.0 | 1 | -5 | 4 | -6 | 0.1 | 0
O=C(NC(O)C(=O)c1ccc(F)cc1)c1ccc(F)cc1 (configuration not stated) | -8 | 0.1 | 0 | -15 | 3 | 6 | 0.0 | -2
CC(=O)Nc1ccc(SC[C@H](Cc2ccccc2)N2CC[C@@H](O)CCC2=O)cc1 | 2 | -0.1 | -1 | -5 | -1 | -4 | 0.0 | 3
COC(=O)Cc1ccc(NC(=S)N2CCN(C(=O)C3CCCO3)CC2)cc1 (configuration not stated) | · | -0.2 | -3 | -2 | 7 | 8 | -0.1 | 9
N#CC1=C(N)Oc2c(ccc3cccnc23)C1c1ccncc1 (configuration not stated) | · | 0.3 | 2 | -9 | -4 | 10 | -0.1 | -21
O=C(NCCc1ccccc1)C(=O)c1cn(CC(=O)N2CCCC2)c2ccccc12 | 2 | 0.1 | 3 | -12 | 4 | -2 | -0.1 | 3
C/C=C/c1ccc([C@H]2[C@@H](CO)N(c3nc(C)c(C)s3)[C@@H]2CNCC(C)C)cc1 | · | -0.3 | -14 | -3 | -3 | · | 0.1 | 0

In another format: results already given
Molecule	esBAF inh	E-sel inducer	S100A4 inh HTS	RAD52 anneal inh	ERp5 block	RAD54 branch	Xi reactivation	ERAP1 inh
O=C(C[C@@H]1CC[C@@H](NC(=O)Nc2ccc(C(F)(F)F)cc2)[C@H](CO)O1)NCc1ccccn1	-7	0.9	-3	1	-4	-3	0.9	-1
Cc1oc(C(N)=O)cc1COc1ccc(C(N)=O)cc1	-1	4.6	-1	-8	1	·	0.2	-5
CC(C)NC(=O)C1(C)CCN1C(=O)c1ccccc1Oc1ccccc1 (configuration not stated)	0	1.9	-9	-9	-1	-12	0.1	1

Next records follow.
SMILES | esBAF inh | E-sel inducer | S100A4 inh HTS | RAD52 anneal inh | ERp5 block | RAD54 branch | Xi reactivation | ERAP1 inh
Cc1cc(C(=O)Nc2cccc3c2O[C@H](CN(C)S(=O)(=O)c2c(C)noc2C)[C@H](C)CN([C@H](C)CO)C3=O)n(C)n1 | -6 | 0.1 | -3 | -12 | -3 | 0 | 0.1 | -1
CNC(=O)c1ccc(CN(C)C(=O)c2cc(C3CC3)nc3c2cnn3C(C)C)cc1 | -4 | -0.1 | -4 | -14 | 5 | 2 | 0.0 | -4
O=C(CN1C(=O)c2ccccc2C1=O)Nc1cccc([N+](=O)[O-])c1 | -3 | 0.5 | -13 | 3 | 4 | 4 | -0.1 | 1
N=c1n(Cc2ccccc2Cl)c2ccccc2n1CC(O)c1ccco1 (configuration not stated) | · | · | -2 | -8 | -2 | · | 0.3 | 1
COCC(=O)N(C)C[C@@H]1Oc2ncc(-c3ccc(C#N)cc3)cc2C(=O)N([C@@H](C)CO)C[C@@H]1C | -6 | 0.5 | 0 | 6 | -2 | -12 | 0.0 | 2
O=C(O)c1ccc(N2CCCCS2(=O)=O)cc1 | -15 | -0.4 | -2 | -12 | -2 | · | 0.0 | -8
COc1ccccc1CNc1ncccc1[N+](=O)[O-] | 3 | 0.2 | 2 | -12 | 0 | -12 | 0.1 | 0

Compounds as they come; about 2.5% have a hit in one of these screens.
